KCNK3 inh: human KCNK3 channel inhibitors, primary screen, CHO cells, FluxOR thallium flux, B-score; Potassium channel subfamily K member 3 (Homo sapiens), O14649; FluxOR fluorescence; stronger effect = lower value; B-score at 10 µM; actives 0.84% (n = 340,000); AID 602410, 2012;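 active = B-score under library mean minus 4 SD, starting fluorescence ratio at most library mean plus 5 SD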;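 note: more negative B-score means stronger inhibition of thallium flux through KCNK3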
KCNQ1 block: inhibitors of human KCNQ1 channel, primary screen, cell-based, thallium flux, high-throughput. Potassium voltage-gated channel subfamily KQT member 1 (Homo sapiens), P51787. CHO-K1 KCNQ1, FluxOR thallium flux fluorescence; stronger effect = higher value. B-score at 10 µM. actives 1.3% (n = 310,000). AID 2642, 2010;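 active = compounds whose thallium flux B-score, printed positive for inhibition, exceeds three library SD while starting fluorescence stays within three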;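 note: channel opened by potassium depolarization with thallium stimulus after 20 min compound exposure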
MrgX1 PAM: positive allosteric modulators of MrgX1, primary screen, HEK293 cells, Fluo-4 calcium flux; Mas-related G-protein coupled receptor member X1 (Homo sapiens), Q96LB2; FDSS; stronger effect = higher value; B-score at 10 µM; actives 0.63% (n = 310,000);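 active = plate-corrected calcium response at least 3 library SD above typical, normal starting fluorescence, not activating the receptor alone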;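 note: compound read alongside a low EC10 to EC30 dose of BAM8-22 agonist; peak minus trough fluorescence over baseline measured at the second addition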
Target sequence (Q96LB2 whole entry, looked up): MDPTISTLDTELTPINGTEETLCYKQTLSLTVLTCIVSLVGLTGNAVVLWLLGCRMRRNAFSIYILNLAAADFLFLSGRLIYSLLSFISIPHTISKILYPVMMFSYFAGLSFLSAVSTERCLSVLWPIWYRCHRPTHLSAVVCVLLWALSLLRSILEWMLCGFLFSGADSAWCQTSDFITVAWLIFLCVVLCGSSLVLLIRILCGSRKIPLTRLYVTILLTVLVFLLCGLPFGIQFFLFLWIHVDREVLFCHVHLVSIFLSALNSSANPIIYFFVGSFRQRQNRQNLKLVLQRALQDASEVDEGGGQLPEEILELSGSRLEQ
hERG protect: hERG rescue from dofetilide block, primary screen, cell-based, CHO-hERG, FluxOR thallium flux, dofetilide IC70; Voltage-gated inwardly rectifying potassium channel KCNH2 (Homo sapiens), Q12809; activation (rescue from dofetilide block), less the hit threshold, % at 10 µM; dofetilide IC70 present; actives 0.51% (n = 310,000);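 active = activation above the mean of controls blocked by dofetilide plus 5 SD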;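 note: thallium influx through hERG after potassium depolarization seen as dye fluorescence rise; in these data hits start at about 4.7%; inactives centre near -7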
KCNQ1 act: potentiators or activators of KCNQ1 channel, primary screen, cell-based, thallium flux, high-throughput; CHO-K1 KCNQ1, thallium flux FluxOR fluorescence; stronger effect = higher value; B-score at 10 µM; actives 0.35% (n = 310,000); AID 2648, 2010;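 active = fluorescence ratio B-score, a plate-corrected score, at least three library SD, with initial intensity B-score within 5 SD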
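Test system: CHO-K1 cells stably expressing KCNQ1 / Medium: assay buffer / Also added: depolarizing K+/Tl+ stimulus, K2SO4 and Tl2SO4 each 12.5 mM in 5x stock / Incubation: 90 min dye loading and 20 min compound exposure, both at room temperature / Signal: thallium influx via FluxOR fluorescence, kinetic imaging / Evaluation: B score of baseline-normalized fluorescence ratio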
RGS4 inh: RGS4 inhibitors, primary screen, cell-based, HEK293 M3R inducible RGS4, calcium flux; Regulator of G-protein signaling 4 (Homo sapiens), P49798; Fluo-4 calcium flux; stronger effect = higher value; triggered by carbachol at its EC20; B-score at 10 µM; actives 0.45% (n = 310,000);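 active = B-score, a plate-corrected calcium signal, over three deviations above library mean, with baseline fluorescence within five deviations of library mean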;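 note: RGS4 expression induced by doxycycline in cells with stable M3 receptor; B-score is computed from the integrated fluorescence ratio over baseline after carbachol; higher B-score means a larger calcium signal and so more RGS4 inhibition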
Target sequence (P49798 whole entry, looked up): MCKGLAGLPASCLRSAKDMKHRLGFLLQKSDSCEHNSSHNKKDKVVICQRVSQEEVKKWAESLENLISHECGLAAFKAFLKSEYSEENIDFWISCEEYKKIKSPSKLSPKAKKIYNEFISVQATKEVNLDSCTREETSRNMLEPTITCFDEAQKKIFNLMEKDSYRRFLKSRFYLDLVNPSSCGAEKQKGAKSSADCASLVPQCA
RGS4 act: RGS4 potentiators or activators, primary screen, cell-based, HEK293 M3R inducible RGS4, calcium flux | actives 0.92% (n = 310,000) | AID 463111, 2010 | carbachol calcium flux Fluo4; stronger effect = lower value | B-score at 10 µM;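 active = B-score of the integrated calcium signal more than 4 SD below the library mean, with starting fluorescence not abnormally high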;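 note: negative B-score means reduced calcium response which marks RGS4 activation or potentiation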
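Material: M3R-expressing HEK293 line, RGS4 induced by doxycycline | Schedule: Overnight RGS4 induction, 30 min dye load 37 °C, 20 min compound RT | Measured by: Fluo4 fluorescence kinetic imaging of calcium | Read-out: Integrated calcium ratio converted to B score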
ANO1 block: TMEM16A chloride channel inhibitors, primary screen, cell-based, HTS; Anoctamin-1 (Mus musculus), Q8BHY3; HEK293 TMEM16A/YFP iodide influx fluorescence, ionomycin; normalized B-score (activity score, 25-100; higher = stronger inhibition) at 10 µM; actives 1.2% (n = 310,000);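 active = ratio plate-corrected score three or more library SD toward inhibition, starting fluorescence score within five deviations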;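 note: score derived from kinetic fluorescence span divided by baseline fluorescence per well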
ANO1 activ: TMEM16A chloride channel activators or potentiators, primary screen, cell-based, HTS; Anoctamin-1 (Mus musculus), Q8BHY3; HEK293 TMEM16A/YFP-H148Q/I152L, iodide quench fluorescence; stronger effect = lower value; B-score at 10 µM; actives 0.3% (n = 340,000);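 active = fluorescence-ratio B-score plate-corrected deviation score at least 3 library SD below zero, with starting fluorescence score within 5 deviations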;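 note: channel opened by trigger with iodide after compound preincubation; score built on the fluorescence ratio of max minus min over baseline; more negative score means more quench and so TMEM16A activation or potentiation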
KCNK9 block: KCNK9 potassium channel inhibitors, primary screen, HEK293 cells, thallium flux | Potassium channel subfamily K member 9 (Homo sapiens), Q9NPC2 | FluxOR thallium flux fluorescence; stronger effect = lower value | B-score at 10 µM | actives 1.2% (n = 310,000);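 active = ratio B-score over 3 SD below the library mean, with starting fluorescence within 5 SD of its mean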;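 note: negative B-score means less thallium flux so channel inhibition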
Target sequence (Q9NPC2 whole entry, looked up): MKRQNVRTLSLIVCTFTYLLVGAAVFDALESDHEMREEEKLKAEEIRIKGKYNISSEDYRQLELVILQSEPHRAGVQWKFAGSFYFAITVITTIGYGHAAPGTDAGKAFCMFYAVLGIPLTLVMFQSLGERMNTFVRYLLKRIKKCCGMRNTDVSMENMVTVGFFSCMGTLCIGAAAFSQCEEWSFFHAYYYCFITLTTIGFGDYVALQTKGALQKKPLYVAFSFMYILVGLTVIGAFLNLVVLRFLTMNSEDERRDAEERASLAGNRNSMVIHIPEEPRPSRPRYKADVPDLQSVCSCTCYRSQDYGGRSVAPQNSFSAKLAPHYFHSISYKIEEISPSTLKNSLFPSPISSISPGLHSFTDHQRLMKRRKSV
MrgX1 ag: agonists of human MrgX1 receptor, primary screen, HEK293 cells, Fluo-4 calcium flux; Mas-related G-protein coupled receptor member X1 (Homo sapiens), Q96LB2; Fluo-4 calcium fluorescence, agonist mode; stronger effect = higher value; B-score at 10 µM; actives 0.44% (n = 310,000);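 active = calcium response B-score plate-corrected fluorescence ratio at least 3 library SD, with starting fluorescence B-score inside 5 SD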
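Test system: HEK293 cells stably expressing human MrgX1 receptor; Input: fifteen thousand cells per well; Dosing: compound delivered in addition one of three; Schedule: overnight seeding, then 1 h dark dye loading; Technique: Fluo-4 NW calcium fluorescence; Measure: B-scored fluorescence response ratio; Controls: positive and negative controls per plate.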
An asterisk follows results filed as active; i = inactive; / = no result given.

SMILES	KCNK3 inh	ANO1 block	ANO1 activ	RGS4 act	MrgX1 PAM	KCNQ1 act	RGS4 inh	KCNQ1 block	MrgX1 ag	hERG protect	KCNK9 block
Cc1cccc(-n2nc(C)cc2N)c1	i	i	i	i	i	i	i	i	i	-10	i
COCCN(C(=O)COC(=O)c1sccc1C)c1c(N)n(Cc2ccccc2)c(=O)[nH]c1=O	i	i	i	i	i	i	i	i	i	-11	i
Cc1cc(C)nc(Nc2n[nH]c(-c3cccc4ccccc34)n2)n1	i	i	i	i	i	i	i	i	i	-11	i
CCOCCCNC(=O)C1CCN(Cc2ccc(OCc3ccccc3)c(OC)c2)CC1	i	i	i	i	i	i	i	i	i	-10	i
CC(=O)c1ccc(N=C2SCCCN2C(=O)C2CCCCC2)cc1	i	i	i	i	i	i	i	i	i	-17	i
C/C(=N\NC(=O)C(NC(=O)c1ccccc1)C(C)C)c1ccccc1 (configuration not stated)	i	i	i	i	i	i	i	i	i	-5	i
O=C1NCCN(Cc2cccc(Oc3ccccc3)c2)C1CC(=O)N1CCCCO1 (configuration not stated)	i	i	i	i	i	i	i	i	i	-4	i
COc1ccc(NC(=O)CCCN2C(=O)C(c3ccccc3)Oc3cccnc32)cc1OC (configuration not stated)	i	i	i	i	i	i	i	i	i	-5	i
C/C(CC(=O)NCc1ccco1)=N\NC(=O)Cc1ccc(-c2ccccc2)cc1	i	i	i	i	i	i	i	i	i	1	i
CCOC(=O)N1CCN(c2cc(N3CCOCC3)c(F)cc2[N+](=O)[O-])CC1	i	i	i	i	i	i	i	i	i	-14	i
O=C(NCc1ccc2c(c1)OCO2)c1cccc(C(=O)NCc2ccc3c(c2)OCO3)c1	i	i	i	i	i	i	i	i	i	-2	i
COc1ccc(C2(C(=O)N3CCC(n4nc(-c5ccccc5)oc4=O)CC3)CC2)cc1	i	i	i	i	i	i	i	i	i	-5	i
COc1ccc(CC(=O)N2CCc3cc(OC)c(OC)cc3C2)cc1	i	i	i	i	i	i	i	i	i	-4	i
CCc1cn([C@H]2C[C@H](O)[C@@H](CO)O2)c(=O)[nH]c1=O	i	i	i	i	i	i	i	i	i	-6	i
O=[N+]([O-])c1ccc(N2CCN(Cc3ccc([N+](=O)[O-])o3)CC2)cc1	i	i	i	i	i	i	i	i	i	-3	i
COc1ccc(NC(=O)CC2Nc3ccccc3NC2=O)c([N+](=O)[O-])c1 (configuration not stated)	i	i	i	i	i	i	i	i	i	-11	i
CN1CCN(CCC(=O)N/N=C/c2ccccn2)CC1	i	i	i	i	i	i	i	i	i	-8	i
CC(CC(=O)O)Nc1ccccc1O (configuration not stated)	i	i	i	i	i	i	i	i	i	0	i
CC1Cc2ccccc2N1C(=O)COC(=O)c1ccc(O)cc1 (configuration not stated)	i	i	i	i	i	i	i	i	i	-11	i
CCOc1ccccc1Nc1nnc(SCC(=O)NC(=O)c2cccn2C)s1	i	i	i	i	i	i	i	i	i	-7	i
COc1ccc(S(=O)(=O)NC(Cc2ccccc2)C(=O)O)cc1 (configuration not stated)	i	i	i	i	i	i	i	i	i	-4	i
c1ccc(-c2ccccc2-c2nc(-c3cccnc3)no2)cc1	i	i	i	i	i	i	i	i	i	-13	i
COc1ccccc1C1CCN(Cc2cccc(C(=O)N3CCC(O)CC3)c2)CC1	i	i	i	i	i	i	i	i	i	-3	i
Cc1ccc2c(c1)N(Cc1cccc(F)c1)C(=O)C(C)O2 (configuration not stated)	i	i	i	i	i	i	i	i	i	-10	i
CC(CC(=O)Nc1nncs1)c1ccccc1 (configuration not stated)	i	i	i	i	i	i	i	i	i	-7	i
Oc1ccc(/C=N/NC(=S)Nc2cccnc2)c(O)c1	i	i	i	i	i	i	i	i	i	-13	i
COc1ccc(S(=O)(=O)N2CCCCC2)cc1NC(=O)CN1CCN(C(C)=O)CC1	i	i	i	i	i	i	i	i	i	-8	i
COC(=O)CN(C#N)c1nc(OC)nc(N(C)C)n1	i	i	i	i	i	i	i	i	i	-13	i
COc1ccc(C(=O)NC2CCCCCC2)cc1OC1CCN(C(C)=O)CC1	i	i	i	i	i	i	i	i	i	-7	i
Cc1ccc(-c2nn(C)c(=O)c3ccccc23)cc1CNC(=O)CSc1nc2ccccc2o1	i	i	i	i	i	i	i	i	i	-10	i
CC(C)C(NC(=O)OC(C)(C)C)C(=O)NC(CCC(=O)OCc1ccccc1)C(N)=O (configuration not stated)	i	i	i	i	i	i	i	i	i	-11	i
COc1cc(NC(=O)c2ccccc2)ccc1NC(=O)Cc1ccccc1	i	i	i	i	i	i	i	i	i	1	i
CCc1ncc(C(O)c2cccc(OC)c2OC)n1C (configuration not stated)	i	i	i	i	i	i	i	i	i	-6	i
O=C(NC1CCCCC1)Oc1cccc2ccccc12	i	i	i	i	i	i	i	i	i	-1	i
O=C(CN(Cc1ccccc1)S(=O)(=O)c1ccccc1)N/N=C/c1ccc2c(c1)OCO2	i	i	i	i	i	i	i	i	i	-4	i
Oc1ccccc1/C=N/n1c(-c2cccs2)n[nH]c1=S	i	i	i	i	i	i	i	i	i	-20	i
O=C(Nc1ccccc1)c1ccccc1N=Cc1ccccc1O	i	i	i	i	i	i	i	i	i	-12	i
O=[N+]([O-])c1ccccc1/C=C\C=N\N1CCN(c2ccccc2)CC1	i	i	i	i	i	i	i	i	i	-16	i
CN1C(C(=O)NCc2cccc(Br)c2)CC2Cn3c(nc4cc(Cl)c(Cl)cc43)C21 (configuration not stated)	i	i	-4.8*	i	i	i	i	i	i	-14	i
COc1ccc(C(=O)C(C)N(C(=O)c2ccc(Cl)cc2Cl)N2C(=O)C3C4C=CC(C4)C3C2=O)cc1 (configuration not stated)	i	i	i	i	i	i	i	i	i	-11	i
CN(CCC1CCOCC1)C(=O)C1CCC(=O)N(CCc2ccc(Cl)cc2)C1 (configuration not stated)	i	i	i	i	i	i	i	i	i	-8	i
COc1ccc(NC(=S)N(CCCN2CCCC2)Cc2cccs2)cc1	i	i	i	i	i	i	i	i	i	-3	i
Cc1cc(SCC(=O)c2cccc([N+](=O)[O-])c2)nc(=O)[nH]1	i	i	i	i	i	i	i	i	i	3	i
Cc1cc(O)c(C=O)c2c1C(=O)Oc1c(CO)c(O)c3c(c1O2)C(O)OC3=O (configuration not stated)	i	i	i	/	i	/	/	/	i	/	/
Clc1ccccc1-c1ncnc2ccc(Br)cc12	i	i	i	i	i	i	i	i	i	-3	i
COc1ccc(C(=O)N(Cc2ccccc2)c2cccc(C)c2)c(OC)c1OC	i	i	i	i	i	i	i	i	i	-10	i
O=C(CCn1cccn1)Nc1ccc2c(c1)OCCO2	i	i	i	i	i	i	i	i	i	-8	i
Cc1cccc(NC(=S)NNC(=S)NCc2ccccc2)c1	i	i	i	i	i	i	i	i	i	-15	i
Cc1cc(C(=O)Nc2cccc(C)c2C)c2ccccc2n1	i	i	i	i	i	i	i	i	i	-11	i
COc1ccc(S(=O)(=O)N2CCCCCC2)cc1C(=O)N(C)CC(=O)Nc1ccccc1Br	i	i	i	i	i	i	i	i	i	-16	i
Cc1cc(C)n(-c2nc3ccccc3s2)n1	i	i	i	i	i	i	i	i	i	-7	i
O=C(NC(=S)Nc1sc2c(c1C(=O)O)CCCC2)c1ccccc1	i	i	i	i	i	i	i	i	i	1	i
CSc1nnc(Nc2ccccc2C)s1	i	i	i	i	i	i	i	i	i	-3	i
Cn1c(SCC(=O)O)nnc1-c1cccc(NC(=O)c2cccc3ccccc23)c1	i	i	i	i	i	i	i	i	i	-6	i
CCOc1ccccc1C(=O)OCC(=O)Nc1cc(Cl)ccc1Oc1ccccc1	i	i	i	i	i	i	i	8*	i	-9	-8.1*
CC1CC(C)(C)NC(=S)N1CCC(=O)N1c2ccccc2CC1C (configuration not stated)	i	i	i	i	i	i	i	i	i	-6	i
CN(C)CCCn1c(=O)n(C2CCCCC2)c(=O)c2c3c(sc21)CCCCC3	i	i	i	i	i	i	i	i	i	-15	i
O=C(CSc1nnc2ccccn12)c1ccc(Cl)cc1	i	i	i	i	i	i	i	i	i	-14	i
Cc1nc(C)c(-c2ccnc(/N=C/NO)n2)s1	i	i	i	i	i	i	i	i	i	-6	i
O=C(Nc1cccc(Oc2ccc3c(c2)C(=O)NC3=O)c1)c1ccco1	i	i	i	i	i	i	i	i	i	-2	i
COCc1c(C(=O)OC)nnn1-c1ccc(C(F)(F)F)cc1[N+](=O)[O-]	i	i	i	i	i	i	i	i	i	-9	i
CC(=O)c1c(-c2ccc(Cl)cc2Cl)noc1C	i	i	i	i	i	i	i	i	i	-10	i

Screening results: PubChem BioAssay, Johns Hopkins Ion Channel Center
